FUS suppressor – qHTS for Suppressors of FUS Proteinopathy: Primary screen using FUS-linked yeast assay. AID 1347120, 2019. Potency, µM (series often up to 76.6 µM), without a hit: at the top dose growth rescue (activation), hits mostly activators. 390,000 tested, 0.24% active. S. cerevisiae FUS-expressing, growth rescue, OD600, 24 h;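 further: potency means the concentration at half of the fitted maximal effect; plate controls were DMSO vehicle for no effect and reference control for full effect; nearly all actives have a fitted effect of over 55% in size; some results filed as inactive show a strong effect at the top dose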
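S. cerevisiae expressing FUS from galactose induction served as the toxicity model. Growth after 24hr at 30C, read as absorbance at 600 nm, indicates suppression of toxicity; compounds dosed at several concentrations.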
PTHR1 ag – qHTS for PTHR1 Agonists: Primary Screen; Parathyroid hormone/parathyroid hormone-related peptide receptor (Homo sapiens), Q03431; HEK293 GP2 PTHR1 cells, GloSensor cAMP luminescence, 1 h; Potency, µM (highest dose often 115 µM), without a hit: at the top dose activation, usual class: activators; 410,000 tested, 0.075% active; AID 743266, 2014; further: potency means the concentration at half of the fitted maximal effect; nearly all actives have a fitted effect of over 55% in size; some results filed as inactive show a strong effect at the top dose; inactives centre near -15; many of its hits are not listed in these tables
Target sequence (Q03431 whole entry, looked up): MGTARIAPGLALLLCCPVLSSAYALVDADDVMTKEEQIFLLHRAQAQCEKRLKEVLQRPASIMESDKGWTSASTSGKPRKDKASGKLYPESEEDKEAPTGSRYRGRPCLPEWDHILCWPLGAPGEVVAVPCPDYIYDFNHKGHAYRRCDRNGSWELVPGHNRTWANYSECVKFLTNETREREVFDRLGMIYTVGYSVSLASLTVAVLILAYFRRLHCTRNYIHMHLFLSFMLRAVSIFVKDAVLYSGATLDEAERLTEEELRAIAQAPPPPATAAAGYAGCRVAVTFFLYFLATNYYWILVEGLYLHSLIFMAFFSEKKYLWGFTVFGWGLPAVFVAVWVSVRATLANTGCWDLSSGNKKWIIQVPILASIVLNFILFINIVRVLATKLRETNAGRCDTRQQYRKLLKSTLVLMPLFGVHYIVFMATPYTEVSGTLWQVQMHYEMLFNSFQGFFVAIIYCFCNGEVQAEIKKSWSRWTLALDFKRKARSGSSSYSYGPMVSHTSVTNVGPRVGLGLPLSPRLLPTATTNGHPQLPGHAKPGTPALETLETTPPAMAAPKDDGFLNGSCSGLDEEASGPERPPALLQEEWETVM
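HEK-293-derived GP2 cells expressing PTHR1 and a GloSensor cAMP reporter, 3,000/well, plated overnight, given luciferin plus IBMX (each 0.5 mM as added) for 1 h at 37 °C, then compound for 1 h at 37 °C. Luminescence was read after 15 min at room temperature.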
GLP1R cytotox – qHTS of GLP-1 Receptor Inverse Agonists: Cytotox Screen; HEK293 cAMP-luciferase reporter cells, luminescence, 24 h; Potency, µM (top dose mostly 38.3 µM), inactives show at the highest dose activity change, negative = inhibition, hits mostly inhibitors; 410,000 tested, 0.13% active; AID 624418, 2012;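 further: loss of luciferase light is scored as toxicity; potency means the concentration at half of the fitted maximal effect; on the % scale 0 is the no-effect control and ±100 the full control effect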
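Here, cytotoxicity is scored as loss of luminescence. The MLSMR collection was tested on cells seeded in medium containing 10% Nu serum, with a 24 hr compound exposure preceded by 12 hours of culture.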
pAkt inh – HTS Assay for Inhibitors of Akt Phophorylation: Primary Screen; Neuro2A IGF-stimulated pAkt S473 HTRF, 20 min; stronger effect = lower value; activity change, % for hits at 50 µM; 360,000 tested, 0.32% active; AID 651550, 2012; in the data active means activity change below about -80%; inconclusive means mostly about -51% to -80%; further: on the % scale 0 is the no-effect control and ±100 the full control effect
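Single-point screen (50 µM final compound) in Neuro2A cells stimulated 20 min with 6 nM IGF at 37 deg C. After lysis, Ser473-phosphorylated Akt read by HTRF (ex 330 nm, em 615/665 nm) as the 665/615 ratio.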
GLP-1R inv ag – qHTS of GLP-1 Receptor Inverse Agonists (Inhibition Mode). HEK293 GLP-1R CRE-luciferase, luminescence, 24 h; GLP-1R form is constitutively active. Potency, µM (titrated, usually from 38.3 µM), without a hit: at the top dose activity change, negative = inhibition, actives largely listed as inhibitors. 410,000 tested, 1.6% active. AID 624417, 2012; further: potency means the concentration at half of the fitted maximal effect; on the % scale 0 is the no-effect control and ±100 the full control effect; nearly all actives have a fitted effect of over 55% in size
Target sequence (P43220 whole entry, looked up): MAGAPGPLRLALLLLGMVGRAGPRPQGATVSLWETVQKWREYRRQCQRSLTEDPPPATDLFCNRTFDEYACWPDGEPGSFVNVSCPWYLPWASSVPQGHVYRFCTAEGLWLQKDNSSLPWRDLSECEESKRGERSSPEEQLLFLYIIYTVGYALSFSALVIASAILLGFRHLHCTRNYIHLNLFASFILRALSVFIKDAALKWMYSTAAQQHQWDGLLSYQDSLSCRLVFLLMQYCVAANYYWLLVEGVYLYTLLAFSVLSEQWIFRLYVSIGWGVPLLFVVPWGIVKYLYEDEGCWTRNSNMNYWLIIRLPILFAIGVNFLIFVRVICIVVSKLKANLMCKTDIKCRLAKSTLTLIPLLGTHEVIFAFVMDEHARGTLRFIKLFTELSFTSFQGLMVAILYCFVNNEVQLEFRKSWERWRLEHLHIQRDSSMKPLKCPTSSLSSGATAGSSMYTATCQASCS
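Inverse agonists were sought by their lowering of basal cAMP reporter luciferase output in HEK293 cells stably carrying constitutively active human GLP-1R, after 24 h compound treatment.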
MmCpn inh – Inhibitors of TCP-1 ring complex (TRiC) of Methanococcus maripaludis (MmCpn): qHTS; 330,000 tested, 0.031% active; purified Mm-Cpn ATPase, ADP Transcreener TR-FRET; Potency, µM (doses to about 76.9 µM), for inactives: at the top dose activity, negative = inhibition, actives largely listed as inhibitors; further: potency means the concentration at half of the fitted maximal effect; on the % scale 0 is the no-effect control and ±100 the full control effect; nearly all actives have a fitted effect of over 80% in size
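ATPase read-out: TR-FRET ADP immunoassay (anti-ADP Eu cryptate vs ADP-d2), ex 320 nm, em 590/665 nm; signal drops as ADP forms. Enzyme 25 nM, ATP 10 uM, 30 min at 37°C after 10 min compound preincubation.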
aSyn yeast inh – qHTS of alpha-syn Inhibitors. Yeast expressing alpha-synuclein, growth rescue, BacTiter-Glo, 24 h. Potency, µM (top dose mostly 46.1 µM), for the others: at the top dose growth rescue (activation), usual class: activators. 370,000 tested, 0.14% active. AID 652106, 2013; further: potency means the concentration at half of the fitted maximal effect; % of control where 0% means no effect; nearly all actives have a fitted effect of over 65% in size
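Screening used galactose-induced yeast with toxic alpha-synuclein levels, exposed to compound for 24 hr at 30 deg C. Cell growth, read with BacTiter-Glo luminescence, gave the measured signal.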
Abeta rescue – qHTS for compounds that reverse cellular toxicity of Amyloid beta (A-beta) peptide in yeast: Primary Screen. yeast expressing A-beta42, growth rescue, OD600, 48 h; response scale: 0% DMSO, 100% iron-clioquinol control. Potency, µM (series often up to 46.1 µM), without a hit: at the highest dose growth rescue, most hits filed as activators. 410,000 tested, 0.063% active; further: potency means the concentration at half of the fitted maximal effect; nearly all actives have a fitted effect of over 55% in size
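Yeast A-beta toxicity model in growth medium with pinned compounds, 48 h at 30 C; growth read as absorbance at 600 nm. Normalized to FeCl3/clioquinol equimolar mix (positive) and DMSO (negative).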
TDP-43 yeast inh – qHTS of TDP-43 Inhibitors; 410,000 tested, 1.8% active; TDP-43 expressing yeast growth rescue, BacTiter-Glo, 24 h; Potency, µM (series often up to 46.1 µM), without a hit: at the top dose growth rescue (activation), most hits filed as activators; AID 652104, 2013; further: potency means the concentration at half of the fitted maximal effect; % of control where 0% means no effect; nearly all actives have a fitted effect of over 50% in size
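Yeast cells expressing TDP-43 under galactose induction are exposed to compounds for 24 hr at 30 deg C. BacTiter-Glo luminescence measures growth, so protective compounds score as activators.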
The depositor's hits bear a star; i = inactive; ? = inconclusive; / = no result given; [ ] = dose if it differs, or a comment. Unless noted, the call rests on the fitted dose curve; in most records, active means well fitted curve in the direction sought with a large enough effect; inconclusive means small, poorly fitted or top-dose-only effect, or another doubt; inactive means no such curve, though single readings can be large; an effect the other way counts as inactive or inconclusive. The list is partial; the hit share may differ from the screen's.

SMILES	FUS suppressor	PTHR1 ag	GLP1R cytotox	pAkt inh	GLP-1R inv ag	MmCpn inh	aSyn yeast inh	Abeta rescue	TDP-43 yeast inh
Cc1cc(C)c(C#N)c(OCC(=O)Nc2ccccc2)n1	2%	i	-1%	i	1%	0%	3%	-14%	10%
O=C(NNC(=O)c1cc2ccccc2cc1O)NC1CCCCC1	-13%	-12%	16%	i	11%	0%	-2%	11%	-5%
C[C@@H]1C=C(C(=O)N2CCN(Cc3ccc4c(c3)OCO4)CC2)O[C@H](OCCCCO)C1	-31%	i	3%	i	8%	/	2%	5%	11%
O=C(N/N=C/c1ccc(OCC(=O)N2CCCCC2)cc1)c1ccccc1	-10%	?	2%	i	11%	-2%	-7%	-12%	-12%
O=C1CCN(Cc2ccccc2)C=C1c1ccc2ccccc2c1	35%	-89%[inhibitor]	14%	i	-29%	-4%	24%	20%	?
COc1ccc(NC(=O)COc2cccc3c2CCN(Cc2cccnc2)C3=O)c(OC)c1	35%	-39%	-22%	i	131%[activator]	1%	6%	?	24%
Cc1ccc(NC(=O)CN(C)S(=O)(=O)c2cccc3cccnc23)cc1C	-3%	-23%	-10%	i	2%	0%	-5%	-2%	?
CCNC(=S)N(CCc1c(C)[nH]c2ccccc12)Cc1cc(OC)c(OC)c(OC)c1	40%	i	-16%	i	?	0%	2%	6%	4%
N=c1c(S(=O)(=O)c2ccc(Br)cc2)cc2c(=O)n3ccccc3nc2n1CCN1CCOCC1	4%	-21%	102%[activator]	i	1%	/	3%	-17%	17%
COc1cccc(Cn2c(Oc3cccc(C)c3)nc3c2c(=O)n(C)c(=O)n3C)c1	24%	-12%	-1%	i	?	0%	7%	14%	?
Cc1ccc(NC(=O)c2sccc2-n2cccc2)c(Cl)c1	-10%	i	27%	i	?	-2%	1%	0%	-10%
Cc1ccc(S(=O)(=O)N2CCN(CC(=O)Nc3ccc4c(c3)CCC4)CC2)cc1C	/	-56%[inhibitor]	7%	i	-20%	2%	10%	0%	-33%[inhibitor]
CCOC(=O)CSc1c(-c2ccc(Cl)cc2)[nH]c2ccccc12	27%	-9%	?	i	-79%	-14%	-10%	-9%	-3%
CCCn1c(SCC(=O)N2CCc3ccccc32)n[nH]c1=O	9%	i	14%	i	5%	-1%	-1%	2%	6%
O=C(c1cc(-c2ccc(Cl)c(Cl)c2)on1)N1CCOCC1	-3%	-1%	?	i	16%	2%	3%	-10%	4%
Clc1ccccc1OCCn1cnc2ccccc21	15%	-23%	-9%	i	1%	0%	5%	31%	6%
COc1ccc(NC(=O)c2cccc(S(=O)(=O)NCc3ccco3)c2)c(OC)c1	9%	i	-7%	i	?	2%	-2%	8%	-14%
O=C(CN1C(=O)/C(=C/c2ccccc2F)Sc2ccccc21)N1CCN(c2ccccn2)CC1	22%	i	-3%	i	?	-14%	8%	15%	18%
COc1ccc(NC(=O)COC(=O)Cc2c(F)cccc2Cl)cc1	13%	i	17%	i	8%	3%	3%	2%	?
O=C(O)COc1ccc(Br)cc1/C=C1/SC(=O)N(CC(=O)N2CCCC2)C1=O	-23%	i	70%[activator]	i	8%	-1%	3%	5%	-9%
Cc1c(Cc2ccccc2)c(=O)oc2c(CN(C)C)c(O)c(Cl)cc12	24%	i	/	i	-5%	-10%[15.4 µM]	2%	11%	-10%
CC(Sc1nnc(-c2cccnc2)n1C)C(=O)N1CCOCC1 (stereo unspecified)	20%	-22%	16%	i	22%	-1%	-2%	-8%	-21%
COc1ccc(CCNC(=O)c2nn(C)c3c2CS(=O)(=O)c2ccccc2-3)cc1OC	-14%	i	-15%	/	20%	0%	-1%	-10%	21%
CC(C)C1C(=O)N(Cc2cn(CC3CCCCC3)nn2)CCS(=O)(=O)N1Cc1ccc(-c2ccc(Cl)nc2)cc1 (stereo unspecified)	?	-65%[inhibitor]	-13%	i	?	/	0%	-3%	16%
Cc1ccn2c(/C=N/OCc3ccc(F)cc3)c(-c3ccc(Cl)cc3)nc2c1	-25%	i	7%	i	0%	1%	5%	2%	22%

3 entries drawn at random from those above:
SMILES	FUS suppressor	PTHR1 ag	GLP1R cytotox	pAkt inh	GLP-1R inv ag	MmCpn inh	aSyn yeast inh	Abeta rescue	TDP-43 yeast inh
C[C@@H]1C=C(C(=O)N2CCN(Cc3ccc4c(c3)OCO4)CC2)O[C@H](OCCCCO)C1	-31%	i	3%	i	8%	/	2%	5%	11%
Cc1c(Cc2ccccc2)c(=O)oc2c(CN(C)C)c(O)c(Cl)cc12	24%	i	/	i	-5%	-10%[15.4 µM]	2%	11%	-10%
O=C(O)COc1ccc(Br)cc1/C=C1/SC(=O)N(CC(=O)N2CCCC2)C1=O	-23%	i	70%[activator]	i	8%	-1%	3%	5%	-9%

The main list resumes with the two entries that preceded the break.
SMILES	FUS suppressor	PTHR1 ag	GLP1R cytotox	pAkt inh	GLP-1R inv ag	MmCpn inh	aSyn yeast inh	Abeta rescue	TDP-43 yeast inh
CC(C)C1C(=O)N(Cc2cn(CC3CCCCC3)nn2)CCS(=O)(=O)N1Cc1ccc(-c2ccc(Cl)nc2)cc1 (stereo unspecified)	?	-65%[inhibitor]	-13%	i	?	/	0%	-3%	16%
Cc1ccn2c(/C=N/OCc3ccc(F)cc3)c(-c3ccc(Cl)cc3)nc2c1	-25%	i	7%	i	0%	1%	5%	2%	22%
C/C(=N\O)c1ccc2c(c1)CC(C)O2 (stereo unspecified)	5%	i	11%	i	40%[activator]	1%	?	-4%	16%
COc1ccc(CCc2nnc(N)s2)cc1OC	-5%	i	-3%	i	142%[activator]	1%	3%	4%	5%
COc1ccc(Br)cc1CNC(=O)c1cc(=O)[nH]c2ccc(S(=O)(=O)N3CCCCC3C)cc12 (stereo unspecified)	36%	i	-24%	/	?	/	/	-4%	-11%
CCOC(=O)C1=C(C)OC(N)=C(C(=O)OCC)C1c1ccncc1 (stereo unspecified)	-19%	i	-3%	i	57%[activator]	1%	-7%	0%	-10%
COc1ccc(C)cc1S(=O)(=O)NCC(c1ccc2c(c1)OCO2)N1CCN(C)CC1 (stereo unspecified)	10%	-10%	20%	i	?	-1%	6%	-5%	18%
COC(=O)C1=C(C)N(C)C(=O)NC1c1ccc(C)cc1 (stereo unspecified)	16%	i	-3%	/	3%	0%	1%	-11%	-18%
N#CCC(=O)Nc1ccc(C(=O)NCCC(c2ccccc2)c2ccccc2)cc1	?	-5%	2%	i	?	-6%	5%	0%	6%
CC1CCCC(N2C(=O)NC(NC(=O)c3ccco3)(C(F)(F)F)C2=O)C1C (stereo unspecified)	?	27%[57.5 µM]	7%	i	?	-1%	9%	?	3%
COc1ccc(-n2cnc3cc(C(=O)NC4CCCCCC4)ccc32)cc1	-15%	-41%[inhibitor]	-18%	/	?	/	/	14%	35µM*
Cc1ccc(NC(=O)C2CCC(CNS(=O)(=O)c3ccc4c(c3)CCCC(=O)N4)CC2)cc1F (stereo unspecified)	15%	-17%	-5%	/	-7%	/	/	-15%	12%
COc1ccc(CCNC(=O)c2cc3c(=O)n4ccccc4nc3n(Cc3ccco3)c2=N)cc1OC	-9%	-10%	23%	/	40%[activator]	0%	8%	-10%	12%
COCOCCn1cc(CN2CCS(=O)(=O)N(Cc3ccc(-c4ccc(OC)c(OC)c4)cc3)C(C)C2=O)nn1 (stereo unspecified)	23%	-40%[inhibitor]	-17%	i	34%[activator]	/	-3%	-2%	10%
CC[C@@]12C(=O)N(c3ccc(C)cc3)C(=O)N1[C@H](c1cccc(C)c1)[C@@H]1C(=O)N(Cc3ccccc3)C(=O)[C@@H]12	?	-5%	7%	i	?	-12%	-2%	8%	-2%
CCOc1ccccc1OCCCC(=O)Nc1ccc(OC)nc1	-1%	i	-15%	i	1%	1%	2%	6%	-3%
Cc1csc(SC(C)C(=O)Nc2ccc(S(=O)(=O)N3CCCC3)cc2)n1 (stereo unspecified)	6%	-6%[57.5 µM]	-6%	i	?	0%	4%	7%	-13%
CCOC(=O)c1[nH]c(C)c(CCC(=O)N2CCN(c3cc(Cl)ccc3C)CC2)c1C	43%	-16%	6%	/	?	/	/	0%	0%[9.22 µM]
COc1cc(C(=S)N2CCOCC2)cc(OC)c1OC(=O)c1cc([N+](=O)[O-])cc([N+](=O)[O-])c1	21%	-5%	-17%	i	-22%	1%	-5%	1%	-9%
C/C(=N\NC(=O)c1ccc(Br)o1)c1cc2c(cc1NC(=O)CCC(=O)O)OCO2	16%	i	7%	i	7%	0%	-1%	5%	-19%
Cc1ccc(C)c(CN2C(=O)c3ccccc3S(=O)c3ccc(C(=O)NCCc4ccc(Cl)cc4)cc32)c1 (stereo unspecified)	?	-24%	-7%	/	?	/	/	-13%	-7%
O=C(Nc1nc(-c2ccc(Br)cc2)cs1)c1cccnc1	18%	-19%	-2%	i	23%	0%	-4%	3%	22%
c1cncc(CNc2cccc(-c3nc4ccccc4[nH]3)c2)c1	6%	-25%	-22%	i	13%	-2%	-1%	14%	-6%
O=C(Nc1ccccc1N1CCOCC1)c1ccccc1[N+](=O)[O-]	3%	-4%[57.5 µM]	-15%	i	0%	0%	-8%	11%	23%
CCCCN(CC)CCCNC(=O)c1cc2cc3ccc(C)cc3nc2o1	-22%	-6%	2%	i	-7%	-7%	1%	-33%	-2%
